Pf growth 96h: P. falciparum growth inhibition at 96 hour, primary screen for plastid delayed-death inhibitors | P. falciparum luciferase reporter growth, 96 h | Potency, µM (series often up to 28.7 µM), for the others: top-dose activity change, negative = inhibition, most hits filed as inhibitors | 320,000 compounds, 6.9% hits | AID 504834; further: potency means the concentration at half of the fitted maximal effect; on the % scale 0 is the no-effect control and ±100 the full control effect
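Cell-based qHTS: luciferase-tagged P. falciparum in erythrocytes (2% hematocrit, 0.05% parasitemia final) incubated with compounds for 96 hours, 37 C, 5% CO2; luciferase detection reagent then added and luminescence measured.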
HCV inh: blocks hepatitis C virus. Potency, µM (top dose mostly 41.8 µM), without a hit: top-dose activity change, negative = inhibition, hits mostly inhibitors. Huh7.5.1 HCVcc-Cre infection, luciferase reporter, 44 h. 340,000 compounds, 3.4% hits; further: potency means the concentration at half of the fitted maximal effect; on the % scale 0 is the no-effect control and ±100 the full control effect
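1,000 cells/well; 4 h culture; + compound; + HCVcc-Cre (~0.5 moi); 44 h; luciferase substrate, RT 15 min; read 15 sec.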
LmPK inhibitor: LmPK (Leishmania mexicana) enzyme inhibition | Q27686 | Potency, µM (doses to about 57.5 µM), for inactives: at the top dose activity change, negative = inhibition, hits mostly inhibitors | 290,000 compounds, 0.37% hits | purified LmPK, Kinase-Glo ATP luminescence, 1 h; further: potency means the concentration at half of the fitted maximal effect; on the % scale 0 is the no-effect control and ±100 the full control effect
Target sequence (Q27686 whole entry, looked up): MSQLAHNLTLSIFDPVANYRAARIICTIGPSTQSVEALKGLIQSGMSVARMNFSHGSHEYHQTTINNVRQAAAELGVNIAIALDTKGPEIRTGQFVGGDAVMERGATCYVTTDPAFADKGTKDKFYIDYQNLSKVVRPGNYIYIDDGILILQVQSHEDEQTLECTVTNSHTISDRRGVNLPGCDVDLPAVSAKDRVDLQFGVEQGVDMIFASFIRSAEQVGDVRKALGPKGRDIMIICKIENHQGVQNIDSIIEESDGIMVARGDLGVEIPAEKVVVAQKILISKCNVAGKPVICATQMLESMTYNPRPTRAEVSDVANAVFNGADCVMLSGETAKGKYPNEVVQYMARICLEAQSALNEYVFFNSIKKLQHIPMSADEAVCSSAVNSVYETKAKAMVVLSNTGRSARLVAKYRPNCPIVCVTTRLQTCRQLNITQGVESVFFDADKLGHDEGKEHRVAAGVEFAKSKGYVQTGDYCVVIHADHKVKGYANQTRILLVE
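Purified LmPK (0.1 nM) converted ADP (0.1 mM) to ATP with PEP (0.5 mM) in imidazole buffer pH 7.2 with KCl and MgCl2, 1 h at room temperature. ATP was read by Kinase-Glo luminescence; data normalized to uninhibited and no-enzyme controls.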
Cycloheximide cs: affects cycloheximide protein synthesis inhibition readout, counter-screen; cell reporter, cycloheximide protein synthesis inhibition counterscreen; max response, %; 300,000 compounds, 12% hits; AID 2314; in the data active means max response mostly above about 13%, no sharp cut-off; inactive means mostly below about 14%; further: read at 38.3 µM for the half of the compounds with a filed dose; 0% is about no effect
Shiga toxin inh: Shiga toxin inhibition; inhibition, % at 38.7 µM; Vero cells, Shiga toxin protein synthesis inhibition reporter; 290,000 compounds, 9.2% hits; AID 2315; in the data active means inhibition mostly above about 28%, no sharp cut-off; inactive means mostly below about 43%; further: 0% is about no effect
TbPYK inhibitor: inhibitors of Trypanosoma brucei pyruvate kinase. AID 624173. 410,000 compounds, 0.12% hits. Q57TT1. TbPYK enzyme, Kinase-Glo Plus ATP luminescence, 45 min. Potency, µM (top dose mostly 76.8 µM), without a hit: at the top dose activity, negative = inhibition, actives largely listed as inhibitors; further: potency means the concentration at half of the fitted maximal effect; on the % scale 0 is the no-effect control and ±100 the full control effect; nearly all actives have a fitted effect of over 50% in size
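Assay buffer: 50 mM TEA pH 7.2, 100 mM KCl, 10 mM MgCl2, 0.05% BSA, 0.01% Tween-20. Pyruvate kinase from T. brucei plus substrate met compound, then ADP (130 uM final). Luminescence was read post 45 min RT.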
Pf growth 48h: inhibits P. falciparum growth in the first generation, 48 h; P. falciparum luciferase growth in erythrocytes, 48 h; Potency, µM (series often up to 28.7 µM), without a hit: top-dose activity change, negative = inhibition, usual class: inhibitors; 310,000 compounds, 5.9% hits; further: potency means the concentration at half of the fitted maximal effect; on the % scale 0 is the no-effect control and ±100 the full control effect
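Read-out is firefly luciferase luminescence from an integrated reporter in P. falciparum, so falling signal marks reduced parasite growth. Infected erythrocytes were at 2% hematocrit and 0.1% parasitemia (final) in Albumax-supplemented RPMI 1640.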
Numbers without * were called inactive; & = joins results of further samples; [ ] = dose if it differs, or a comment. Unless noted, the call rests on the fitted dose curve; in most records, active means well fitted curve in the direction sought with a large enough effect; inconclusive means small, poorly fitted or top-dose-only effect, or another doubt; inactive means no such curve, though single readings can be large; an effect the other way counts as inactive or inconclusive.

Screening Cc1cc(=O)n(C)c(=O)n1CCCCOc1cccc([N+](=O)[O-])c1 returned Pf growth 96h -16.8%, HCV inh -2.2%, LmPK inhibitor -4.5%, Cycloheximide cs -1.4, Shiga toxin inh -11.7, TbPYK inhibitor 1.3% and Pf growth 48h 5.2%.
For COc1cc(OC)cc(C(=O)NC(=S)Nc2cc3oc4ccccc4c3cc2OC)c1 the results were Pf growth 96h 34.1%[activator], HCV inh 1.78µM*, LmPK inhibitor 2.0%, Cycloheximide cs -2.4, Shiga toxin inh -10.7, TbPYK inhibitor -7.6% and Pf growth 48h 7.0%.
For COc1ccc(C(O)(C2CCCCC2)C(CN2CCCC2)c2ccccc2)cc1 (stereo unspecified) the results were Pf growth 96h -22.6%, HCV inh -2.8%, LmPK inhibitor -5.1%, Cycloheximide cs -3.0, Shiga toxin inh 0.7, TbPYK inhibitor -0.6% and Pf growth 48h 11.7µM*.
For Cc1ccc(NC2=NCC(=O)N2c2ccc3c(c2)OCCO3)c(C)c1 the results were Pf growth 96h -1.4%, HCV inh 19.7%, LmPK inhibitor 3.6%, Cycloheximide cs 12.5, Shiga toxin inh 27.8, TbPYK inhibitor -0.9% and Pf growth 48h -3.1%.
`Cc1ccc(C(=O)Nc2ccccc2C(=O)N2CCN(c3ccccc3)CC2)cc1` gave Pf growth 96h 114.4%[activator], HCV inh 7.8%, LmPK inhibitor 2.1%, Cycloheximide cs -2.8, Shiga toxin inh -6.5, TbPYK inhibitor 3.6% and Pf growth 48h 22.4%.
For NS(=O)(=O)c1cccc2cccnc12 the results were Pf growth 96h inconclusive, HCV inh 10.8%, LmPK inhibitor -4.6%, Cycloheximide cs 20.8, Shiga toxin inh 22.9, TbPYK inhibitor 1.1% and Pf growth 48h -2.0%.
`Cc1ccc(-c2nnn(CC(=O)N(Cc3ccc(F)cc3)C(C(=O)NC3CCCC3)c3ccncc3)n2)o1` (stereo unspecified) gave Pf growth 96h -29.2%, HCV inh inconclusive, LmPK inhibitor 10.3%, Cycloheximide cs -1.2, Shiga toxin inh -5.0, TbPYK inhibitor 4.1% and Pf growth 48h inconclusive.
`Cc1cc(C)c(C)c(S(=O)(=O)NCCCN2CCOCC2)c1C` gave Pf growth 96h 25.9%, HCV inh 11.7%, LmPK inhibitor -3.4%, Cycloheximide cs 2.2, Shiga toxin inh -6.9, TbPYK inhibitor -6.8% and Pf growth 48h -13.5%.
For COc1cccc(COC(=O)c2nn(-c3ccccc3)nc2N)c1 the results were Pf growth 96h -3.1%, HCV inh 16.8%, LmPK inhibitor 2.4%, Cycloheximide cs 0.9, Shiga toxin inh 1.4, TbPYK inhibitor 3.3%&-1.3% and Pf growth 48h -6.7%.
Screening Cc1nc(-c2cccc(S(=O)(=O)N3CC(C)CC(C)C3)c2)cs1 (stereo unspecified) returned Pf growth 96h inconclusive, HCV inh inconclusive, LmPK inhibitor 1.3%, Cycloheximide cs -3.9, Shiga toxin inh -9.0, TbPYK inhibitor 1.9% and Pf growth 48h inconclusive.
`COC(=O)CCC(=O)Nc1c(C)n(C)n(-c2ccccc2)c1=O` gave HCV inh 2.2%, LmPK inhibitor -0.8%, Cycloheximide cs -0.5, Shiga toxin inh 1.3, TbPYK inhibitor -0.2% and Pf growth 48h 4.8%.
Screening CC12CCC3C(CC=C4CC(O)CCC43C)C1C/C(=C\c1cccc(F)c1)C2=O (stereo unspecified) returned Pf growth 96h 11.7µM*, HCV inh 6.0%, LmPK inhibitor 8.3%, Cycloheximide cs -2.7, Shiga toxin inh -5.7, TbPYK inhibitor -17.6% and Pf growth 48h inconclusive.
Screening O=C(c1ccc(CS(=O)Cc2ccc(Cl)cc2)o1)N1CCN(c2ccccc2F)CC1 (stereo unspecified) returned Pf growth 96h inconclusive, HCV inh -12.7%, LmPK inhibitor -0.7%, Cycloheximide cs 32.1, Shiga toxin inh -1.8, TbPYK inhibitor -20.0% and Pf growth 48h 100.1%[activator].
`CCOc1ccccc1C1NC(=O)c2ccccc2O1` (stereo unspecified) gave Pf growth 96h 200.5%[activator], HCV inh -5.5%, LmPK inhibitor 8.4%, Cycloheximide cs -1.8, Shiga toxin inh -5.6, TbPYK inhibitor -13.0% and Pf growth 48h inconclusive.
CCc1ccc(OCc2n[nH]c(=S)n2Cc2ccccc2)cc1 was read as Pf growth 96h -14.4%, HCV inh 14.3%, LmPK inhibitor 6.7%, Cycloheximide cs -0.8, Shiga toxin inh -5.8, TbPYK inhibitor inconclusive and Pf growth 48h 40.1%[activator].
`CCc1nnc(NC(=O)CCC(=O)N2CCN(Cc3ccc(C)cc3C)CC2)s1` gave Pf growth 96h inconclusive, HCV inh -19.8%, LmPK inhibitor -2.8%, Cycloheximide cs -2.8, Shiga toxin inh -7.7, TbPYK inhibitor 2.1% and Pf growth 48h -4.1%.
Screening CSCCC(NC(N)=O)C(=O)Nc1cccc(C#N)c1 (stereo unspecified) returned Pf growth 96h 5.6%, HCV inh 5.3%, LmPK inhibitor -0.9%, Cycloheximide cs -2.1, Shiga toxin inh 21.9, TbPYK inhibitor 0.3% and Pf growth 48h 14.1%.
For O=C(Nc1ccccn1)c1ccc(S(=O)(=O)N2CCCC2)cc1 the results were Pf growth 96h 33.0%[activator], HCV inh -2.9%, TbPYK inhibitor 7.2% and Pf growth 48h 33.5%[activator].
`O=c1c2sccc2nc(SCc2cc(=O)n3cc(Cl)ccc3n2)n1-c1ccc(F)cc1` gave Pf growth 96h inconclusive, HCV inh -28.6%, LmPK inhibitor 3.6%, Cycloheximide cs 0.0, Shiga toxin inh -19.3, TbPYK inhibitor 6.7% and Pf growth 48h 4.7%.
For Cc1cccn2c(=O)c3cc(S(=O)(=O)c4ccccc4)c(=N)n(Cc4ccc(F)cc4)c3nc12 the results were Pf growth 96h inconclusive, HCV inh inconclusive, LmPK inhibitor 6.9%, Cycloheximide cs -2.5, Shiga toxin inh 9.9, TbPYK inhibitor -10.0% and Pf growth 48h inconclusive.
Screening c1ccc(OCc2nc(-c3ccncc3)no2)cc1 returned Pf growth 96h 11.7µM*, HCV inh 1.7%, LmPK inhibitor -1.1%, Cycloheximide cs 49.6*, Shiga toxin inh 109.9*, TbPYK inhibitor -0.5% and Pf growth 48h 70.2%[activator].
For Cc1cc(C)nc(NS(=O)(=O)c2ccccc2)n1 the results were Pf growth 96h 40.6%[activator], HCV inh 8.8%, LmPK inhibitor -1.6%, Cycloheximide cs -2.4, Shiga toxin inh -12.5, TbPYK inhibitor 6.7% and Pf growth 48h 26.5%.
COC(=O)c1cc(OC)c(OC)cc1NCC(=O)Nc1ccc(OC)c(OC)c1 was read as Pf growth 96h 44.3%[activator], HCV inh inconclusive, LmPK inhibitor -0.8%, Cycloheximide cs -4.2, Shiga toxin inh 18.1, TbPYK inhibitor -8.1% and Pf growth 48h inconclusive.
Screening CCOc1cc(CNCCCN2CCOCC2)cc(Br)c1OCC(=O)Nc1cccc(C(F)(F)F)c1 returned Pf growth 96h 0.657µM*, HCV inh inconclusive, LmPK inhibitor -1.2%, Cycloheximide cs -12.4, Shiga toxin inh 69.6, TbPYK inhibitor -0.4% and Pf growth 48h 1.17µM*.
`Cc1[nH]c(C)c(S(=O)(=O)Nc2ccc(F)cc2Cl)c1C(=O)N1CCCC1` gave Pf growth 96h 4.9%, HCV inh 13.8%, LmPK inhibitor -0.7%, Cycloheximide cs 11.3, Shiga toxin inh -7.8, TbPYK inhibitor -5.0% and Pf growth 48h -1.0%.
Screening C#Cc1ccc(CN2CCC(Oc3ccc(C(=O)NCc4ccccn4)cc3)CC2)cc1 returned Pf growth 96h 26.8%, HCV inh -26.2%, LmPK inhibitor 6.6%, Cycloheximide cs -2.5, Shiga toxin inh -10.0, TbPYK inhibitor -6.2% and Pf growth 48h inconclusive.
For CCC(C)NS(=O)(=O)c1ccc(NC(=O)c2c(-c3ccccc3)noc2C)cc1 (stereo unspecified) the results were Pf growth 96h 9.5%, HCV inh inconclusive, LmPK inhibitor 14.5%, Cycloheximide cs -1.8, Shiga toxin inh -5.7 and TbPYK inhibitor 1.9%.
For Cc1nc2sc(C(c3ccc(F)cc3)N3CCN(C(=O)c4ccco4)CC3)c(O)n2n1 (stereo unspecified) the results were Pf growth 96h 0.0%, HCV inh 12.5%, LmPK inhibitor 1.2%, Cycloheximide cs -3.3, Shiga toxin inh -11.3, TbPYK inhibitor -12.7% and Pf growth 48h -16.1%.
COc1ccc(-c2[nH]ncc2CN2CCCOc3c(cccc3OC)C2)c(OC)c1 was read as Pf growth 96h 21.8%, HCV inh -1.0%, LmPK inhibitor -1.2%, Cycloheximide cs 1.4, Shiga toxin inh 1.2, TbPYK inhibitor -2.9% and Pf growth 48h -4.0%.
`CCCn1nc2cc(C(=O)NCc3ccccc3)ccc2c1OCC` gave Pf growth 96h inconclusive, HCV inh inconclusive, LmPK inhibitor 2.8%, Cycloheximide cs -0.8, Shiga toxin inh 34.7, TbPYK inhibitor 1.7% and Pf growth 48h -26.6%.
Screening COc1ccc(/C=C2/C(=O)N=C(N)N2C)cc1OC returned Pf growth 96h 11.7µM*, HCV inh 4.2%, LmPK inhibitor 3.0%, Cycloheximide cs 1.0, Shiga toxin inh 10.9, TbPYK inhibitor -3.2% and Pf growth 48h 2.1%.
`O=C(NCCNC(=O)c1ccccc1)c1ccccc1` gave Pf growth 96h 34.5%[activator], HCV inh 5.8%, LmPK inhibitor -0.4%, Cycloheximide cs -1.9, Shiga toxin inh -5.3, TbPYK inhibitor 2.9% and Pf growth 48h 20.9%.
Cc1cccc(C)c1NC(=O)[C@@]1(CC(=O)O)CC(/C=C/c2ccccc2)=NO1 was read as Pf growth 96h 22.8%, HCV inh 8.4%, LmPK inhibitor 12.0%, Cycloheximide cs -4.8, Shiga toxin inh -9.4, TbPYK inhibitor 1.1% and Pf growth 48h -2.9%.
Cc1c(NC(=O)C(C)Oc2cccc(Cl)c2)c(=O)n(-c2ccccc2)n1C (stereo unspecified) was read as Pf growth 96h 1.1%, HCV inh 7.7%, TbPYK inhibitor -15.4% and Pf growth 48h 32.1%[activator].
For Cc1cccc2c(CCN)c[nH]c12 the results were Pf growth 96h -19.9%, HCV inh 1.2%, LmPK inhibitor 1.5%, Cycloheximide cs -3.2, Shiga toxin inh -5.6, TbPYK inhibitor -13.4% and Pf growth 48h 25.3%.
Screening CC(C)c1nnc(NC(=O)CCC(=O)NC2CCCCCC2)s1 returned Pf growth 96h -2.8%, HCV inh -1.2%, LmPK inhibitor 4.8%, Cycloheximide cs -3.4, Shiga toxin inh 10.9, TbPYK inhibitor -10.6% and Pf growth 48h -6.6%.

Pulled one by one from the list above (two):
`COC(=O)CCC(=O)Nc1c(C)n(C)n(-c2ccccc2)c1=O` gave HCV inh 2.2%, LmPK inhibitor -0.8%, Cycloheximide cs -0.5, Shiga toxin inh 1.3, TbPYK inhibitor -0.2% and Pf growth 48h 4.8%.
Screening CC12CCC3C(CC=C4CC(O)CCC43C)C1C/C(=C\c1cccc(F)c1)C2=O (stereo unspecified) returned Pf growth 96h 11.7µM*, HCV inh 6.0%, LmPK inhibitor 8.3%, Cycloheximide cs -2.7, Shiga toxin inh -5.7, TbPYK inhibitor -17.6% and Pf growth 48h inconclusive.
